Screens (PubChem BioAssay)
NOD1 inhibition: NOD1 signaling inhibitors, primary screen, cell-based, luminescence, uHTS (AID 1578); NOD1-driven NF-kB luciferase reporter cells, luminescence; higher % means a stronger effect; inhibition, % at 4 µM, or EC50 in µM where a hit was titrated; actives 1% (n = 290,000); in the data active means inhibition mostly above about 36%, no sharp cut-off; inactive means mostly below about 34%;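 further: HEK-293T reporter cells stimulated with the NOD1 agonist gamma-tri-DAP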
GPR55 activation: selective activators of receptor GPR55 – imaging, U2OS cells, beta-arrestin-GFP redistribution, primary screen (AID 1961) | U2OS GPR55 beta-arrestin-GFP redistribution imaging; higher % means a stronger effect | one-dose activation, % at 10 µM; EC50 in µM for titrated hits | actives 0.048% (n = 290,000);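 active means activation above 40% with more than 50 cells counted in the well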;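 further: U2OS osteosarcoma cells stably expressing GPR55 and beta-arrestin-GFP; plate controls were DMSO negative control for no effect and LPI positive control for full effect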
West Nile virus CPE: West Nile virus antiviral activity, cell-based, CPE readout (AID 1621); actives 0.02% (n = 290,000); CPE inhibition, % at 10 µM; hits with a dose series show IC50 in µM; West Nile virus-infected cells, CPE inhibition; higher % means a stronger effect; in the data active means a potency from the dose series; further: strong numbers were not always called active
HIV fusion peptide: inhibitors of HIV fusion peptide binding, primary screen, biochemical, uHTS, fluorescence dequenching (AID 1986) | actives 0.3% (n = 290,000) | cell-free peptide binding, fluorescence dequenching, 30 min; higher % means a stronger effect | inhibition, % at 20 µM; hits with a dose series show IC50 in µM; in the data active means inhibition mostly above about 52%, no sharp cut-off; inactive means mostly below about 76%; further: some results filed as inactive read as strong as hits
GPR55 antagonists: GPR55 antagonists blocking LPI-driven arrestin recruitment, primary screen, imaging, U2OS, beta-arrestin-GFP, LPI agonist (AID 2013) | U2OS GPR55 beta-arrestin-GFP translocation imaging, LPI antagonism; higher % means a stronger effect | inhibition, % at 10 µM, or IC50 in µM where a hit was titrated | actives 0.13% (n = 290,000);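 active means spots per cell inhibited over 60%, with over 100 cells counted and total cytoplasm intensity under 500,000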;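 further: U2OS cells stably carrying GPR55 and arrestin-GFP stimulated by 5 µM LPI near EC80; imaged beta-arrestin-GFP aggregate spots per cell after agonist stimulation; plate controls were LPI-stimulated DMSO wells for no effect and DMSO wells without LPI for full effect; some results filed as inactive read as strong as hits; confirmed hits need IC50 under 10 µM and bright autofluorescent wells are also inconclusive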
KOR beta-arrestin-1: KOR agonists, beta-arrestin recruitment, primary screen, cell-based, luminescence, uHTS (AID 1777); KOR beta-arrestin recruitment, luminescence; higher % means a stronger effect; activation, % at 10 µM, or EC50 in µM where a hit was titrated; actives 0.02% (n = 280,000); in the data active means activation above about 50%, passing the limit was not always enough; further: a part of the inactive calls stands beside numbers as strong as those of hits
GPR35 antagonists: inhibition of zaprinast-stimulated GPR35 beta-arrestin translocation – imaging, U2OS, beta-arrestin-GFP, zaprinast agonist, primary screen (AID 2058); U2OS GPR35 beta-arrestin-GFP translocation imaging, zaprinast antagonism; higher % means a stronger effect; inhibition, % at 10 µM, or IC50 in µM where a hit was titrated; actives 0.052% (n = 290,000);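 active means inhibition of at least 50% with at least 30 cells and total cytoplasm GFP at most 10,000,000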
Dengue-2 NS5 capping: Dengue-2 NS5 methyltransferase inhibitors, primary screen, biochemical, confirmation dose response (AID 588689); Dengue-2 NS5 methyltransferase capping enzyme assay, biochemical; higher % means a stronger effect; one-dose inhibition, % at 25 µM; IC50 in µM for titrated hits; actives 0.3% (n = 340,000); in the data active means a potency from the dose series
KOR beta-arrestin-2: kappa opioid receptor blockers – cell-based, luminescence, uHTS (AID 1778). KOR beta-arrestin recruitment, luminescence, antagonist mode; higher % means a stronger effect. inhibition, % at 10 µM; hits with a dose series show IC50 in µM. actives 0.091% (n = 290,000); in the data active means inhibition above about 50%; further: strong numbers were not always called active
Dengue-2 NS5 capping pilot replicate: also measured in Dengue-2 NS5 capping; calls as there; inhibition, %; measured here: pilot screen replicate inhibition
Numbers without * were called inactive; x = not tested or not shown; [ ] = another dose, or the depositor's remark. Only part of the results is shown, so the mix of outcomes need not match the whole.

SMILES	NOD1 inhibition	GPR55 activation	West Nile virus CPE	HIV fusion peptide	GPR55 antagonists	KOR beta-arrestin-1	GPR35 antagonists	Dengue-2 NS5 capping	KOR beta-arrestin-2	others
Cn1c(N)c(C(=O)CSc2ccc3c(c2)OCCO3)c(=O)n(C)c1=O	-5%	-2.1%	0.1%	-0.4%	4%	2.1%	3%	x	-51%
Nc1c(Cl)c(Cl)nc(C(=O)N/N=C/c2ccco2)c1Cl	-13%	-0.2%	-0.7%	-0.8%	19%	6.6%	-16%	x	-14%
Cc1ccc(CN2CCN(Cc3c(C)nn(-c4ccc(F)cc4)c3C)CC2CCO)o1 (centres undefined)	-4%	-0.1%	-1.3%	0.0%	0%	x	-1%	-5%	-6%[20 µM]
COc1ccc(C(=O)N2CCN(CCCc3ccccc3)CC2)cc1OC	-3%	-0.2%	-0.4%	0.8%	3%	0.1%	3%	-5%	3%
O=C(CC(c1ccco1)S(=O)(=O)c1ccccc1)c1ccc(F)cc1 (centres undefined)	-20%	-0.2%	-0.3%	2.8%	5%	-2.6%	-3%	-3%	5%
COC(=O)CN(C(=S)Nc1ccc(Cl)cc1)C1CC(=O)N(c2ccc(OC)cc2)C1=O (centres undefined)	-2%	-0.1%	0.9%	6.2%	14%	2.3%	12%	-6%	-24%
N#Cc1ccsc1NC(=O)CN1CCN(S(=O)(=O)c2ccc3ccccc3c2)CC1	-2%	-0.1%	-1.2%	7.0%	0%	-1.6%	-19%	-1%	24%
O=C(Cn1ccc(=O)[nH]c1=O)NCCO	-24%	0.2%	1.2%	-0.4%	-6%	-5.2%	-7%	0%	-5%
CN(/N=C/c1cccnc1)C1=NS(=O)(=O)c2ccccc21	0%	-0.4%	-0.1%	-2.3%	8%	-1.8%	6%	-1%	5%
COC(=O)[C@H](Cc1ccccc1)NC(=O)N1Cc2ccccc2C[C@H]1C(=O)OC	4%	-0.1%	-0.9%	1.3%	-8%	0.2%	6%	6%	-19%
CCCc1ccc(-c2cc(C(=O)Nc3ccc([N+](=O)[O-])cn3)c3ccccc3n2)cc1	-21%	-0.3%	0.7%	1.1%	3%	-3.4%	-10%	-2%	14%
CCOC(=O)c1c(CSc2ccccc2)n(C)c2ccc(O)cc12	6%	0.2%	-1.6%	-0.9%	0%	-1.8%	2%	-4%	-16%

Brought forward from above: 3 compounds; new compounds follow.
SMILES	NOD1 inhibition	GPR55 activation	West Nile virus CPE	HIV fusion peptide	GPR55 antagonists	KOR beta-arrestin-1	GPR35 antagonists	Dengue-2 NS5 capping	KOR beta-arrestin-2	others
COC(=O)[C@H](Cc1ccccc1)NC(=O)N1Cc2ccccc2C[C@H]1C(=O)OC	4%	-0.1%	-0.9%	1.3%	-8%	0.2%	6%	6%	-19%
CCCc1ccc(-c2cc(C(=O)Nc3ccc([N+](=O)[O-])cn3)c3ccccc3n2)cc1	-21%	-0.3%	0.7%	1.1%	3%	-3.4%	-10%	-2%	14%
CCOC(=O)c1c(CSc2ccccc2)n(C)c2ccc(O)cc12	6%	0.2%	-1.6%	-0.9%	0%	-1.8%	2%	-4%	-16%
C=CCn1c(SC(C)C(=O)NCCC2=CCCCC2)nc2ccccc2c1=O (centres undefined)	20%	-0.1%	-0.6%	0.9%	35%	-6.6%	1%	2%	14%
Cc1ccc(S(=O)(=O)N2CCOCC2)cc1NC(=O)COC(=O)CSc1ccc(Br)cc1C	-10%	-0.2%	-0.3%	2.2%	3%	-3.4%	-10%	-5%	1%	Dengue-2 NS5 capping pilot replicate=1.4
O=C(Nc1cccc(Br)c1)c1ccc(CN2CCc3ccccc3C2)cc1	29%	0.8%	0.6%	2.7%	8%	3.8%	-8%	-7%	-35%[20 µM]
COc1cc(/C=C2\C(=N)N3N=C(N4CCOCC4)SC3=NC2=O)ccc1OC(=O)c1ccccc1	-17%	0.7%	-0.1%	32%	1%	-2.6%	14%	80µM*	-40%[20 µM]
COc1ccc(CCCc2nnc(SCC(=O)Nc3ccc(C)c(C)c3)o2)cc1	-11%	-0.2%	-0.9%	0.1%	-14%	-4.1%	4%	6%	-12%
CCN(CC)CCNC(=O)c1ccc(Cl)c(S(=O)(=O)N2CCCCCC2)c1	11%	0.6%	0.1%	3.1%	18%	-8.5%	11%	-8%	-6%
CCC(=O)N(Cc1cc2cccc(C)c2[nH]c1=O)c1ccccc1OC	10%	-2.0%	-0.6%	-1.9%	8%	-0.4%	20%	-5%	15%
CC(C)(C)OC(=O)N1CCC(C(=O)NNC(=O)c2ccc(Cl)cc2Cl)CC1	-18%	0.2%	0.5%	0.8%	12%	5.6%	0%	-4%	-6%
CCc1nnc(NC(=O)CCC(=O)NCCc2ccc(OC)c(OC)c2)s1	-20%	0.3%	0.8%	3.4%	8%	8.6%	5%	2%	-11%
CN(C)Cc1ccc(F)cc1Sc1ccc(Cl)cc1Cl	-14%	0.0%	0.0%	1.3%	20%	2.1%	24%	-9%	-26%
COc1ccc(NC(=O)CCN2C(=O)c3ccncc3C2=O)cc1OC	4%	0.0%	0.4%	0.3%	-1%	-4.4%	-3%	-6%	-10%
CCOC(=O)c1cccc(NC(=O)CSc2nc3ccccc3c(=O)n2CCOC)c1	-4%	-0.3%	-0.7%	3.4%	-6%	-3.1%	0%	-3%	2%
COc1ccc(OC)c(NC(=O)Cn2cc(C(=O)c3ccco3)c3ccccc32)c1	13%	-0.1%	0.6%	-2.1%	5%	-2.2%	-3%	-1%	6%
O=C(NC1CCN(Cc2ccccc2)CC1)C1CCN(S(=O)(=O)c2cccc3nsnc23)CC1	4%	0.9%	-1.0%	-2.1%	0%	-3.3%	2%	-1%	-28%
CCCc1cc(=O)[nH]c(SCC(=O)c2cc(C)n(-c3cc(C)on3)c2C)n1	-7%	1.0%	0.1%	-1.3%	-16%	-1.5%	0%	-3%	-20%
COc1cc2c(cc1OC)C(C)N(S(=O)(=O)c1cn(C)c(C)n1)CC2 (centres undefined)	-4%	-0.4%	-0.1%	-0.5%	-11%	-0.2%	-9%	x	-10%
COC(=O)c1ccc(C)c(NC(=O)CCc2cc(OC)c(OC)c(OC)c2)c1	-21%	0.2%	-0.5%	-1.6%	4%	-4.8%	-7%	0%	12%
CC(C)(C)NC(=O)CSc1nc(-c2ccccc2)cc(=O)[nH]1	-24%	-0.1%	0.1%	1.3%	4%	-1.9%	-6%	3%	-26%[20 µM]
O=C(c1ccc2c(c1)CCN2S(=O)(=O)c1ccccc1)N1CCN(c2ccccc2)CC1	-18%	-0.1%	-1.2%	0.6%	-4%	2.4%	-8%	-3%	-27%
CCOC(=O)CC(=O)CSc1nc2ccccc2c(=O)n1-c1ccc(C(=O)N2CCOCC2)cc1	7%	1.0%	0.7%	-0.9%	14%	3.2%	3%	-8%	-17%
Cc1c(C)c2ccc(O)c(CN3CCN(C)CC3)c2oc1=O	2%	-0.1%	-0.3%	-0.5%	0%	-2.8%	1%	2%	20%
Cc1cc(C(=O)CSc2nnc3c(Cl)cc(Cl)cn23)c(C)n1C	20%	-0.1%	0.1%	3.2%	11%	-0.3%	-1%	4%	-41%
CCCNC(=O)c1noc2c1CCc1cc(OC)ccc1-2	-42%	0.2%	-0.8%	0.6%	22%	3.4%	-6%	-1%	-12%
CCCn1c(SCc2ccc(C(=O)OC)o2)nc2ccccc2c1=O	-5%	-0.1%	-0.5%	0.2%	14%	-2.4%	4%	-4%	30%
O=[N+]([O-])c1ccccc1SNc1ccccn1	-22%	0.4%	-0.3%	-0.9%	12%	-5.5%	5%	-6%	-14%
CC(C)C(=O)Nc1nnc(SCc2cccc(F)c2)s1	-43%	0.1%	-0.8%	-1.2%	3%	-2.3%	6%	-5%	3%
CC1CC(C)CN(CC(C)(C)NS(=O)(=O)c2ccc(Cl)cc2)C1 (centres undefined)	-4%	0.0%	-0.6%	-3.0%	16%	-0.3%	2%	-1%	-4%
COc1ccc(-n2nc([N+](=O)[O-])c(=NCCc3ccc(OC)c(OC)c3)n2O)cc1	4%	0.2%	-1.5%	-1.8%	10%	3.6%	-3%	-7%	2%
FC(F)(F)c1cccc(NC(=S)Nc2ccc(Cl)cc2Cl)c1	31%	-0.1%	-0.1%	-0.6%	-4%	2.3%	-5%	-6%	9%
CCN1CCN(C(=O)CCNC(=O)Cn2ccc3ccccc3c2=O)CC1	14%	0.0%	0.3%	2.1%	-3%	-1.1%	18%	0%	-12%
CCOC(=O)C1=C(C)Nc2nc3ccccc3n2C1c1ccccc1 (centres undefined)	-16%	-0.1%	1.5%	-1.2%	2%	6.4%	4%	-3%	-28%
CN(C)CCNC(=O)C1CC(=O)N(c2ccc(F)c(Cl)c2)C1 (centres undefined)	4%	-0.2%	0.5%	32%	-2%	-0.1%	13%	-5%	37%
Fc1ccc2c(c1)C(c1ccncc1)=NNC(c1ccc(Cl)cc1)=N2	-2%	-0.2%	-1.0%	-0.1%	11%	0.9%	-18%	-9%	-22%
COc1ccc(C2=NOC(C(=O)Nc3cccc(O)c3)C2)cc1 (centres undefined)	-8%	0.0%	0.8%	-1.0%	-10%	1.7%	-14%	-10%	-12%
CCOC(=O)c1cc(-c2ccccc2)n(CC(=O)Nc2ccc(OC)cc2)c1C	34%	-0.3%	-0.3%	2.5%	19%	0.6%	0%	-11%	0%
CCOc1ccc(N(CC(=O)Nc2ccc(C)c(C)c2)S(=O)(=O)c2c(C)[nH]c(=O)[nH]c2=O)cc1	4%	-0.3%	0.3%	3.5%	-11%	1.0%	-10%	-11%	22%
O=C(CN1CCN(C(=S)NC2CCCC2)CC1)Nc1ccc(Oc2ccccc2)cc1	-25%	-0.3%	-1.4%	-1.3%	6%	-4.4%	-16%	-3%	-12%
O=S(=O)(NCc1ccc(Cl)cc1)c1ccc(Cl)nc1	17%	0.0%	0.4%	-2.3%	3%	-1.7%	-13%	-1%	11%
COCCNc1nc2nonc2nc1N1CCCC1c1nccs1 (centres undefined)	15%	-0.1%	0.2%	4.7%	2%	x	-9%	x	-23%[20 µM]
CCC(C)(C)n1nnnc1C(c1ccc2ncccc2c1)N1CCN2CCCC2C1 (centres undefined)	21%	0.4%	-0.7%	9.4%	4%	8.6%	6%	-2%	11%
Cc1ccnc(Nc2nc(-c3ccc(O)cc3O)cs2)c1	-28%	-0.3%	0.9%	-1.4%	11%	-4.5%	18%	17%	-71%[20 µM]
COc1ccc(N2CCN(C3CCCN(C(=O)CCN4CCCCO4)C3)CC2)cc1 (centres undefined)	1%	-0.2%	0.2%	0.3%	1%	-0.9%	12%	-9%	-11%
COc1cccc(/C=C/C(=O)Nc2ccc(N3CCOCC3)cc2)c1OC	-11%	-0.1%	0.1%	-2.4%	9%	-1.2%	-7%	-14%	17%
